# sEH activator: activators of human soluble epoxide hydrolase. P34913. activation, % at 2 µM. AID 717. purified human sEH enzymatic activity, activator screen. actives 0.04% (n = 91,000); in the data active = activation above about 37%; also: values of inactives mirror those of a sister screen read the other way
# CYP2C19 inhib: blocks human cytochrome P450 2C19; P33261; CYP2C19 Supersomes, luciferin-H EGE luminescence, 30 min; inhibition, % at 5 µM; actives 21% (n = 96,000); AID 778;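 active = CYP2C19 inhibition above a set limit at 5 µM in the primary screen, cut at about 50% in these data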;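 also: plate controls were negative control wells for no effect and 2.5 mM tranylcypromine positive control for full effect; values of inactives mirror those of a sister screen read the other way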
# Target sequence (P33261 whole entry, looked up): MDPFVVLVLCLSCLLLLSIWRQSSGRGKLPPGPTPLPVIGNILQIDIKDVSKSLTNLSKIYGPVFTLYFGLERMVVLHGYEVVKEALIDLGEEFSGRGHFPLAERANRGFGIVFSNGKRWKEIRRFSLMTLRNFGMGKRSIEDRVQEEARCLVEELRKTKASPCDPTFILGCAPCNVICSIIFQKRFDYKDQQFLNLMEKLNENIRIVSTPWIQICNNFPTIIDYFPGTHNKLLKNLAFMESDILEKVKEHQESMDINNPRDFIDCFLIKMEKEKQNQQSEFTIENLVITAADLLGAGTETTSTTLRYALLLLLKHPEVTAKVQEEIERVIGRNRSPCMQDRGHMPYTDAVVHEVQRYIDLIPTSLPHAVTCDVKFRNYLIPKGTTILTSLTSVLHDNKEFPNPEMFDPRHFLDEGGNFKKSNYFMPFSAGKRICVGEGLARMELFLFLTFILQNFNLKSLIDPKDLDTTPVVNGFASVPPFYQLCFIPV
# PostGolgi yeast: growth inhibition of a yeast mutant, post-Golgi transport screen | post-Golgi transport phenotypic cell assay | inhibition, % at 10 µM | actives 0.9% (n = 98,000) | AID 739;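 also: yeast cells grown in 1536-well plates; yeast grown about 18 h at 30C before absorbance read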
# S1P2 antag: antagonists of human S1P2 receptor; inhibition, % at 5 µM; cell-based S1P2 antagonist assay, inhibition at 5 uM; actives 0.21% (n = 97,000); in the data active = inhibition above about 45%;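 also: CRE beta-lactamase reporter cells expressing human S1P2 stimulated with S1P; 0% = agonist at EC80 alone and 100% = agonist plus reference antagonist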
# Target sequence (O95136 whole entry, looked up): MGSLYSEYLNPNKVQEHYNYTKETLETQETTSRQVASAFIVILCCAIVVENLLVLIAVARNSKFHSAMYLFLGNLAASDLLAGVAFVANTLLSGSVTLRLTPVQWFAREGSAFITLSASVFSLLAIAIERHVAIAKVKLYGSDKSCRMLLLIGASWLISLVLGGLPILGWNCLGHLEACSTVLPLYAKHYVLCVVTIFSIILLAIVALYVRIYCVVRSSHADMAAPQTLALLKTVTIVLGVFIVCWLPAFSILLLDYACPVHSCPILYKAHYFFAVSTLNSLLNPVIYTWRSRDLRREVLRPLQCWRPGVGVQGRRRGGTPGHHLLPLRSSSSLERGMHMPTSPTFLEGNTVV
# hDAT+cocaine: human DAT dopamine uptake with cocaine, either direction; Q01959; LLC-PK1 hDAT cells, [14C]-dopamine uptake with cocaine IC80; actives deviate in either direction; B-score at 10 µM; actives 1.3% (n = 110,000); AID 449768;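 active = Z score or B-score, a plate-position-corrected score, falls beyond the plate's 99.7% confidence bounds, in either direction; inactive = both scores lie inside the 99.7% bounds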;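 also: scored against the spread of the other compound wells on the same plate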
# CYP2C19 act: cytochrome P450 2C19 (human) activation; P33261; recombinant CYP2C19, luciferin-H EGE luminescence; stronger effect = higher value; 0 = fully inhibited enzyme, 1 = untreated enzyme; activation factor at 5 µM; 96,000 tested, under 10 active; AID 1025;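 active = activation factor of at least 2 at 5 µM in the primary screen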;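 also: 0 = wells with 2.5 mM tranylcypromine and 1 = vehicle-only wells; values of inactives mirror those of a sister screen read the other way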
# S1P2 ag: agonists of human S1P2 receptor. O95136. S1P2-expressing cell line, agonist reporter read-out. activation, % at 4.5 µM. actives 0.46% (n = 97,000); in the data active = activation above about 16%;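 also: 0% = vehicle low control and 100% = maximal reference agonist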
# PostGolgi ctrl: growth of the yeast control strain, post-Golgi counter-screen; efflux-deficient yeast background strain, growth absorbance A615, 16 h; inhibition, % at 10 µM; actives 5% (n = 98,000); AID 738
# sEH inhibitor: soluble epoxide hydrolase (human) inhibition; P34913; recombinant human sEH enzymatic activity assay; inhibition, % at 2 µM; actives 0.34% (n = 91,000); AID 707; in the data active = inhibition above about 80%; also: values of inactives mirror those of a sister screen read the other way; many of its hits are not listed in these tables
# The depositor's hits bear a star; x = not tested or not shown. Rule as the data show it, unless noted: active = inhibition above about 30%; inactive = the rest.
no.	mol	sEH activator	CYP2C19 inhib	PostGolgi yeast	S1P2 antag	hDAT+cocaine	CYP2C19 act	S1P2 ag	PostGolgi ctrl	sEH inhibitor
1	Cc1nn(CC(=O)NCCN2CCOCC2)c(C)c1[N+](=O)[O-]	-4.1	-13.8	-1.2	4.3	-0.748	1.1	-6.2	11.8	6.3
2	CN=C1SC(CC(=O)Nc2sc(C)c(C)c2C(=O)OC)C(=O)N1C (centres undefined)	x	48.0	3.5	-24.8	-0.131	0.5	3.1	-2.0	x
3	CCOC(=O)C1C(=O)CC(C)(O)C(C(=O)OCC)C1c1ccc(OC)cc1 (centres undefined)	-5.2	-13.2	8.5	-21.8	-0.578	1.1	0.2	4.5	7.2
4	O=C(COC(=O)COc1ccc(Nc2ccccc2)cc1)NCc1ccco1	5.0	15.2	-0.5	-12.1	0.857	0.8	-1.9	5.0	-5.5
5	CCOc1ccc(N(CC(=O)NC2CCCCC2)C(=O)CSc2nnc(COc3ccccc3)o2)cc1	2.3	x	x	-7.6	-0.153	x	-5.4	x	0.7
6	COc1ccc(Cn2nnnc2C(CC(C)C)N2CCN(c3ccccc3)CC2)cc1 (centres undefined)	-4.4	74.5*	14.4	21.4	-0.0552	0.3	-1.5	63.2*	4.7
7	CC(C)(C)NC(=O)Cn1nnc(-c2ccc(S(C)(=O)=O)cc2)n1	2.3	-4.8	0.2	-10.0	-0.874	1	-4.6	15.3	-0.7
8	O=C(N/C(=C\c1cccnc1)C(=O)N1CCOCC1)c1cccc(Br)c1	0.7	5.7	4.5	9.0	-1.13	0.9	-8.2	2.4	1.7
9	COc1ccc(OC)c(C(=O)c2nc3c(n2O)CCCCC3)c1	-1.5	33.5	-11.7	-3.2	1.51	0.7	-5.3	-1.2	2.1
10	O=C(NNc1cccc(Cl)n1)Nc1cccc(Cl)c1	0.9	71.6*	5.0	-0.8	-0.0149	0.3	-6.3	-4.4	-2.7
11	COCCCNC(=O)c1c(N)n(/N=C/c2cccnc2)c2nc3ccccc3nc12	x	21.6	0.3	x	0.918	0.8	x	5.6	x
12	COc1ccc2nc3oc(C(=O)N4CCN(c5cccc(C(F)(F)F)c5)CC4)cc3cc2c1	5.7	17.4	-0.8	8.2	-0.697	0.8	-5.5	1.8	-8.8

# Complete entries from above. Order of screens: sEH activator	CYP2C19 inhib	PostGolgi yeast	S1P2 antag	hDAT+cocaine	CYP2C19 act	S1P2 ag	PostGolgi ctrl	sEH inhibitor
# Record of COc1ccc(OC)c(C(=O)c2nc3c(n2O)CCCCC3)c1 → -1.5	33.5	-11.7	-3.2	1.51	0.7	-5.3	-1.2	2.1
# Record of O=C(COC(=O)COc1ccc(Nc2ccccc2)cc1)NCc1ccco1 → 5.0	15.2	-0.5	-12.1	0.857	0.8	-1.9	5.0	-5.5

# Additional structures
no.	mol	sEH activator	CYP2C19 inhib	PostGolgi yeast	S1P2 antag	hDAT+cocaine	CYP2C19 act	S1P2 ag	PostGolgi ctrl	sEH inhibitor
13	Nc1sccc1C(=O)c1ccc(Cl)cc1	5.7	1.9	4.2	4.1	-0.541	1	-5.2	7.2	-7.8
14	CS(=O)(=O)N1CCC(C(=O)Nc2ccccc2F)CC1	1.1	-3.6	-2.6	11.7	0.387	1	-8.1	2.6	-1.7
15	Cc1ccc(S(=O)(=O)N(C)Cc2cc3ccccc3[nH]c2=O)cc1	-3.7	21.7	-1.9	4.1	-0.439	0.8	-0.8	16.7	4.9
16	COc1ccc(CCNC(=O)c2ccc(CNc3c(N4CCOCC4)c(=O)c3=O)cc2)cc1OC	6.9	-8.0	-1.6	20.9	-0.374	1.1	-2.0	1.1	-9.5
17	CC1(C(=O)O)COC(c2ccc([N+](=O)[O-])cc2)OC1 (centres undefined)	0.1	-30.4	-1.0	-4.9	-0.458	1.3	-1.0	16.2	-0.6
18	CCc1ccc(-c2cc(C(=O)NCc3ccco3)c3ccccc3n2)s1	10.5	11.6	-11.1	3.7	x	0.9	-1.6	6.5	-11.4
19	COc1cc(OC)c(-c2nn3c(C4CCCCC4)nnc3s2)cc1OC	-0.5	83.7*	2.2	-25.3	1.77	0.2	12.2	15.3	-3.9
20	O=C(NC1CCCCCCC1)C1c2ccccc2C(=O)N1Cc1ccco1 (centres undefined)	-9.1	20.8	3.7	-0.7	-0.402	0.8	-3.0	8.6	7.7
21	Cc1ccc(NC(=O)CCN2CCc3ccccc3C2)cc1	2.4	36.6	1.3	11.6	2.16*	0.6	-6.0	4.5	-1.1
22	COC(=O)c1sccc1NC(=O)CSc1nnnn1-c1ccccc1F	15.5	3.5	0.0	-5.3	-0.539	1	-4.3	28.9	-22.0
23	CCCC1(c2ccccc2)NC(=O)N(CCN2C(=O)c3ccccc3C2=O)C1=O (centres undefined)	4.4	89.3*	2.4	1.6	0.0757	0.1	-10.1	4.4	-3.1
24	CC1CCCCC12NC(=O)N(CC(=O)Nc1ccc(S(=O)(=O)N3CCOCC3)cc1)C2=O (centres undefined)	2.9	-7.6	14.7	-10.9	0.295	1.1	-6.6	4.0	-3.8
25	CN=C1S/C(=C\c2ccc(N3CCOCC3)c(F)c2)C(=O)N1C	5.7	11.5	-11.9	4.4	-0.447	0.9	0.7	6.4	-2.5
26	CCOc1cc2[nH]c(=O)n(CCCCCC(=O)NCc3ccco3)c(=O)c2cc1OCC	-9.6	1.4	-4.7	-10.4	-2.24	1	-5.8	-0.3	10.5
27	O=C(c1ccc(Cl)cc1)c1cn[nH]c1-c1ccccc1O	-2.6	95.2*	2.1	-7.2	0.799	0	-2.9	16.3	1.7
28	Nc1nnc(SC2CC(=O)N(c3ccccc3)C2=O)s1 (centres undefined)	-5.7	-8.5	-13.5	-11.0	0.968	1.1	-4.9	1.7	0.2
29	CCOC(=O)C1=C(C)N=c2s/c(=C/c3ccco3)c(=O)n2C1c1cccc(OC)c1 (centres undefined)	-12.5	16.8	-12.2	28.9	0.767	0.8	-1.9	14.9	13.0
30	COc1cccc(C(=O)Nc2ncc3c(n2)CC(C)CC3=O)c1 (centres undefined)	10.1	5.3	6.0	-2.6	1.28	0.9	-6.1	2.9	-4.5
31	Cc1c(C(=O)N2CCCCC2)sc(NC(=O)C23CC4CC(CC(C4)C2)C3)c1C#N	13.8	x	x	7.4	-0.591	x	-0.5	x	-14.1
32	CCOC(=O)/C(=C/Nc1ccccc1)[N+](=O)[O-]	11.6	0.2	-0.7	-6.3	0.913	1	-4.0	15.4	-7.9
33	Cc1ccc(C(C)NC(=O)c2c(C)noc2C)cc1C (centres undefined)	8.1	60.9*	3.5	11.9	-0.144	0.4	-0.9	11.6	-4.1
34	CCOc1ccccc1CNC(=O)c1cc2oc3ccccc3c2n1C	-14.1	33.5	0.6	-4.4	0.115	0.7	-6.5	18.5	13.1
35	O=C1CN(C(=O)COC(=O)C23CC4CC(CC(O)(C4)C2)C3)c2ccccc2N1	6.4	-15.8	-3.0	3.4	0.215	1.2	-3.4	-8.0	-7.2
36	CCOC(=O)c1cc(-c2ccc(C)o2)nn1CCC#N	x	3.6	4.8	x	0.149	1	x	6.8	x
37	COc1ccc(OC)c(S(N)(=O)=O)c1	2.0	12.8	-9.0	-17.0	-0.0904	0.9	-4.5	-4.6	-2.3
38	CCC(C)(C(=O)NC1CCCCC1)N(Cc1ccco1)C(=O)CC1NC(=O)NC1=O (centres undefined)	x	-0.9	-0.5	x	-0.0675	1	x	7.0	x
39	Cc1ccc(-c2nc(NC(=O)CSc3nnc(C)s3)ns2)cc1	-23.4	65.0*	-2.4	-0.7	0.321	0.3	-10.0	4.9	22.8
40	O=C(Cn1cnc2ccccc21)OCC(=O)N1CCc2ccccc2C1	x	5.3	3.3	x	1.09	0.9	x	4.2	x
41	O=S(=O)(c1cc(Cl)ccc1Cl)N1CCCCC1	3.4	64.6*	7.0	0.9	-0.0369	0.4	-5.0	10.4	-3.3
42	COc1ccc(C2C3=C(CCCC3=O)Nc3nc(C(F)(F)F)nn32)cc1OC (centres undefined)	x	33.7	-8.8	x	0.193	0.7	x	-1.5	x
43	CC1=C(C)[N+](=O)C2(O)CCCCC2(C)N1[O-] (centres undefined)	15.8	1.9	-5.1	10.4	0.902	1	-0.4	5.0	-16.2
44	COC(=O)c1ccccc1NC(=O)CS(=O)(=O)Cc1nc(-c2ccc(C)cc2)oc1C	11.1	-17.0	-7.1	7.0	-0.00873	1.2	-7.1	-2.0	-12.2
45	CCCNC(=O)NC(=O)CSc1nnc(C)n1N	15.0	-8.7	-17.5	2.0	0.677	1.1	-5.0	3.4	-16.3
46	O=C1CC(c2ccccc2)CN1C(=O)c1ccccc1 (centres undefined)	-2.3	51.6*	-1.1	4.4	0.186	0.5	-5.1	6.3	-0.1
47	CCOC(=O)C1CCCN(C(=O)CSCc2ccccc2)C1 (centres undefined)	-0.3	18.2	-1.6	2.3	-0.0572	0.8	-8.3	4.3	3.7
48	O=C(Nc1ccc2c(c1)nc1n2CCCCC1)c1cc(S(=O)(=O)N2CCOCC2)ccc1Cl	5.7	25.7	-6.8	20.3	-0.998	0.7	-7.6	-7.9	-5.0
49	COc1cccc(NC(=O)N2CCCC2C(=O)NCC(C)C)c1 (centres undefined)	5.9	11.1	22.2	0.8	0.501	0.9	-5.0	-7.1	-5.5
50	CCOC(=O)CSCC(=O)Nc1ccc(S(=O)(=O)N2CCCCC2)cc1	-22.1	76.9*	-16.4	2.7	-0.636	0.2	-1.7	7.6	21.4
51	CCOc1ccc2nc(NS(=O)(=O)Cc3ccccc3)sc2c1	0.4	76.8*	0.0	-3.0	0.00417	0.2	-6.5	0.9	1.6
52	N=C1C=CC=C2C1=NC1(CCCCC1)N2O	x	18.2	-1.1	14.2	-0.0843	0.8	-5.2	1.9	x
53	CC(C)(C)c1cc(C(=O)N/N=C/c2ccc(F)cc2)n(-c2ccccc2)n1	16.3	43.9	-4.9	18.8	0.0554	0.6	-3.2	12.4	-13.2
54	COc1cccc(-n2nnnc2SCC(=O)Nc2cccc(NC(C)=O)c2)c1	-10.3	38.3	6.5	21.3	-0.417	0.6	-0.7	-2.4	10.0
55	O=C(CC1CCCCC1)NCc1cn2ccsc2n1	-1.1	37.0	-1.7	-6.9	-0.0622	0.6	-2.2	4.8	2.4
56	Cn1c(N)c(C(=O)COC(=O)c2cccs2)c(=O)n(C)c1=O	x	12.3	13.6	x	1.69	0.9	x	6.2	x
57	O=C(CSc1ncnc2c1oc1ccccc12)OCc1ccccc1	11.0	6.2	-8.5	4.9	0.663	0.9	-6.7	18.2	-7.8
58	Cc1cc(C)n(CC(=O)c2ccc(Br)cc2)c(=O)c1C#N	4.1	12.7	1.7	-1.0	-0.191	0.9	-1.3	2.3	-2.0
59	COc1ccc(Cn2c(CCC(=O)Nc3ccc(C)cc3)nc3cccnc32)cc1	-3.2	60.9*	9.5	6.3	1.33	0.4	-4.5	8.0	0.4
60	O=C(CSc1nnc(-c2cccs2)n1-c1ccccc1)NCc1ccc2c(c1)OCO2	-10.8	68.2*	4.2	-3.3	-0.133	0.3	1.6	26.0	10.4
61	CCc1nc(SCc2ccccn2)c2c(=O)n(C)c(=O)n(C)c2n1	x	x	6.3	-23.4	-1.49	x	1.2	15.4	x
62	O=C1C=C(O)CC(c2cccs2)C1 (centres undefined)	3.0	-9.7	2.0	5.5	-0.359	1.1	-0.8	0.5	-6.6
63	CCCCN(C)C(=O)c1cn(C)c2ccc(S(=O)(=O)N(C)C)cc2c1=O	4.6	x	2.4	-3.1	0.176	x	-3.1	-7.4	-5.6
64	CCOc1ccc(CN(CCO)CCO)cc1C(=O)OC	-5.5	-3.6	1.3	3.3	0.827	1	-7.3	2.2	5.1
65	Cc1ccccc1NS(=O)(=O)c1cccc(-c2nnc(-c3ccccc3)o2)c1	-11.9	11.9	-10.7	2.8	-2.02	0.9	-11.0	0.9	12.3

# Already shown: two of the compounds above.
no.	mol	sEH activator	CYP2C19 inhib	PostGolgi yeast	S1P2 antag	hDAT+cocaine	CYP2C19 act	S1P2 ag	PostGolgi ctrl	sEH inhibitor
61	CCc1nc(SCc2ccccn2)c2c(=O)n(C)c(=O)n(C)c2n1	x	x	6.3	-23.4	-1.49	x	1.2	15.4	x
62	O=C1C=C(O)CC(c2cccs2)C1 (centres undefined)	3.0	-9.7	2.0	5.5	-0.359	1.1	-0.8	0.5	-6.6
